# Bioassay records (PubChem BioAssay)
# TNF necrop inh – TNF-alpha cell death inhibition in Jurkat FADD-/- cells; 220,000 tested, 0.068% active; Jurkat FADD-/- TNF necroptosis rescue, ATP luminescence, 24 h; 0 = TNF only, 100 = no-TNF cells; activation (protection from cell death), % at 10 µM;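 active = activation, meaning protection from cell death, of at least 50% relative to plate controls; inactive = activation below 50%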;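 also: necroptosis triggered by 40 ng/mL TNF-alpha added together with compound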
# zVAD death inh – L929 zVAD cell death inhibition; viability rescue, % at 10 µM; L929 zVAD necroptosis rescue, ATP luminescence, 24 h; with zVAD 60 µM; 220,000 tested, 0.38% active; AID 1377;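 active = activation, scaled between plate controls, above about 75%, limit read from the data; inactive = activation under that limit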;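 also: 0% = zVAD with DMSO and 100% = DMSO alone without zVAD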
# PERK inh – human PERK inhibition, primary cell-based screen | CHO PERK-DD fusion, SEAP luminescence translation reporter | 220,000 tested, 0.17% active | Q9NZJ5 | inhibition, % at 5.6 µM;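 active = inhibition above the mean inhibition of all tested compounds plus 3 SD, set separately per screening campaign, cut at about 2.9% in these data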;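 also: PERK kinase domain activated by AP20187 dimerizer at 100 nM; 0% = DMSO with dimerizer and 100% = rapamycin at 8.4 µM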
# Target sequence (Q9NZJ5 whole entry, looked up, the tested form may be a part): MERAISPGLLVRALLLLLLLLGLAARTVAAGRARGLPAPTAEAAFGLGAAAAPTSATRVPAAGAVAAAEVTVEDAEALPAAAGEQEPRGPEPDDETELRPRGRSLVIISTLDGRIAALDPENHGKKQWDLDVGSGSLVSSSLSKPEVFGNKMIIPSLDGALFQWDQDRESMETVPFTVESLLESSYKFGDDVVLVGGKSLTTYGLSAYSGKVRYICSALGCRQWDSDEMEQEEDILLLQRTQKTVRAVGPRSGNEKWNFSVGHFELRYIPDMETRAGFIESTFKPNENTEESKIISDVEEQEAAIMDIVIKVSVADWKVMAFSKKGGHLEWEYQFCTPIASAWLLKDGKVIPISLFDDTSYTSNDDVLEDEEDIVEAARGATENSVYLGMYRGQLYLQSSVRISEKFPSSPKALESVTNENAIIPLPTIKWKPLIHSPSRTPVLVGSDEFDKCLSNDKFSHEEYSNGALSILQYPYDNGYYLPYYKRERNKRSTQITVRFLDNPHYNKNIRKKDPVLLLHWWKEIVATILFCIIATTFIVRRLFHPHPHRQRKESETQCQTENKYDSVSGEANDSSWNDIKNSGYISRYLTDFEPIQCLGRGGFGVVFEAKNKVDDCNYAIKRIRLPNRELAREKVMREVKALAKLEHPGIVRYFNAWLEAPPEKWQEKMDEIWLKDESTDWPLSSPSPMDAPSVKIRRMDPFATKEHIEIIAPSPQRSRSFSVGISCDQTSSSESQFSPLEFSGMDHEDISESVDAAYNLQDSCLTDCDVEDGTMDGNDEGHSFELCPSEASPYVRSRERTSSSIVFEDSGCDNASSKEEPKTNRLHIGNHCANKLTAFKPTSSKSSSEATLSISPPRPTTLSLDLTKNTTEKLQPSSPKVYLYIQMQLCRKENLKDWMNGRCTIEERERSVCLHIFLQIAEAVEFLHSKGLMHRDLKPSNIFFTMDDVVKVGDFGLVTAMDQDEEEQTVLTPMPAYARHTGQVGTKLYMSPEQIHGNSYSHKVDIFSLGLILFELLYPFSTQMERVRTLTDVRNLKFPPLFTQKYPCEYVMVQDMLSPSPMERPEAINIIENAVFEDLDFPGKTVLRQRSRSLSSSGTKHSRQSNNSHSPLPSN
# m-calpain inh – blocks pig calpain II enzyme activity; purified calpain II, fluorogenic peptide substrate, 30 min; inhibition, % at 16 µM; 220,000 tested, 0.37% active;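 active = inhibition above about 50%, limit read from the data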
# Rad51 HR inh – Rad51 (human) homologous recombination inhibition; Q06609; hRad51 DNA strand exchange, fluorescence dequenching; inhibition, % at 10 µM; 200,000 tested, 0.085% active;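 active = inhibition above 40% at the single screening dose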;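 also: 0% = DMSO control wells and 100% = blanks with heterologous ssDNA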
#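 Read-out basis: percent inhibition relative to plate controls and blanks / Assay system: human Rad51 nucleoprotein filaments preassembled on unlabelled ssDNA / Timing: filaments 15 min 37 °C, then compound 30 min / Control set: per-plate controls and blanks / Technique: fluorescence dequenching at 485/520 nm / Compound: 10 µM final, single point / Also added: Fluorescein- and BHQ1-tagged 47-mer duplex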
# EBV gp42 block – blocks Epstein-Barr virus glycoprotein 42 binding | Q1HVG2 | Fluorescence polarization binding assay, mP read-out | inhibition, % (tested at 21.74 µM) | 220,000 tested, 0.42% active; in the data active = inhibition above about 50%
# MDM2 E3 inh – Mdm2 E3 ligase (human) inhibition. cell-based MDM2 ubiquitination luciferase reporter, 2 h; 0 = plate control, 100 = twice control, blank-subtracted. 210,000 tested, 0.11% active. signal enhancement, % at 5 µM;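 active = signal enhancement of 30% or more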;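 also: luminescence tracks abundance of the self-degrading MDM2-luciferase fusion protein; higher signal means inhibition of MDM2 E3 ligase activity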
#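 System: stable MDM2–luciferase fusion reporter cells / Input: 2000 cells seeded into each well / Schedule: 4 h settle plus 2 h compound, 37 °C / Compound: single-point 5 µM / Buffer or medium: cells held in DMEM / Benchmarks: control and blank well means / Evaluation: percent signal gain over controls, blank-subtracted / Measured by: luciferase luminescence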
# eIF4E 4G PPI – inhibitors of eIF4E and eIF4G interaction in translation initiation. P63073+Q04637. TR-FRET eIF4E-eIF4GI(517-606) binding, 2 h. inhibition, % at 21.7 µM. 220,000 tested, 0.37% active. AID 782;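 active = inhibition above about 30%, limit read from the data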;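 also: 0% = full FRET control wells and 100% = background wells lacking eIF4GI fragment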
# KCC2 mod – KCC2 (human) Cl- transport modulation; Q9H2X9; KCC2 cells, thallium flux FluoZin-2 fluorescence; B-score of Tl+ flux slope (higher = more flux/activation; lower = inhibition) at 10 µM; 190,000 tested, 2.2% active; AID 1456;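 active = thallium flux slope and its plate-corrected score both differing from the plate sample mean at a set confidence after two filtering rounds, in either direction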;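 also: slope of fluorescence scaled to starting intensity during 10 to 20 s after thallium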
# * = called active by the depositor; i = inactive; x = no result given; [ ] = remark or other dose. Outcome played no part in choosing rows (roughly 3.6% active in at least one column).
# Start of the data: the first 12 records, ahead of the listing:
SMILES,TNF necrop inh,zVAD death inh,PERK inh,m-calpain inh,Rad51 HR inh,EBV gp42 block,MDM2 E3 inh,eIF4E 4G PPI,KCC2 mod
Nc1c(C(=O)Nc2nccs2)sc2nc(-c3cccs3)cc(C(F)(F)F)c12,-2.0,-0.2,1.0,-82,x,1,-2,-20,0.46
O=C(NC1(C(F)(F)F)NC(=O)N(c2ccc(F)c(Cl)c2)C1=O)c1ccncc1 (configuration not stated),-0.4,-0.1,1.0,0,-1,-10,-12,2,x
CC1CN(S(=O)(=O)c2ccc(C(=O)NN3CCN(C)CC3)cc2)CC(C)O1 (configuration not stated),1.4,-0.2,0.6,10,10,3,-10,7,0.74
CNC(=O)c1c(NC(=O)c2cc(-c3cc(C)c(C)cc3O)n[nH]2)sc2c1CCCC2,7.9,1.2,1.5,-99,34,-12,x,7,0.42
COc1ccc(Cl)cc1NC(=O)CN1C(=O)CC(C)S(=O)(=O)c2ccccc21 (configuration not stated),-0.2,0.6,0.6,-16,1,-6,-17,-5,-0.054
CNC1(c2nnnn2-c2ccccc2C)CCOC(C)(C)C1 (configuration not stated),4.2,1.5,0.1,-2,10,-16,3,7,-1.1
Clc1cccc(CSc2nnc(-c3c[nH]c4ccccc34)o2)c1,-3.0,0.9,1.0,5,5,1,-6,4,0.38
CCCN(CCC)CCCNC(=O)c1cc2cc3ccc(OC)cc3nc2o1,-7.4,-0.2,-2.7,x,x,x,-18,x,x
C/C(CC(=O)Nc1ccc(F)cc1)=N\NC(=O)c1ccccn1,1.5,0.8,0.4,-3,9,-5,-12,-5,0.065
CC1=NOC(=O)/C1=C\c1ccccc1,5.7,-0.1,1.8,-19,x,-26,-4,-9,0.15
O=C(N/N=C/c1ccco1)c1cccc(S(=O)(=O)Nc2ccccc2Cl)c1,2.3,-0.4,0.2,-1,-1,8,-25,8,0.39
CCOc1ccc(-n2c(SCc3nc(-c4cccs4)no3)nnc2-c2ccncc2)cc1,-0.1,-0.7,0.0,22,-8,-8,-7,1,0.0017

# The whole of this part (from the top)
SMILES,TNF necrop inh,zVAD death inh,PERK inh,m-calpain inh,Rad51 HR inh,EBV gp42 block,MDM2 E3 inh,eIF4E 4G PPI,KCC2 mod
Nc1c(C(=O)Nc2nccs2)sc2nc(-c3cccs3)cc(C(F)(F)F)c12,-2.0,-0.2,1.0,-82,x,1,-2,-20,0.46
O=C(NC1(C(F)(F)F)NC(=O)N(c2ccc(F)c(Cl)c2)C1=O)c1ccncc1 (configuration not stated),-0.4,-0.1,1.0,0,-1,-10,-12,2,x
CC1CN(S(=O)(=O)c2ccc(C(=O)NN3CCN(C)CC3)cc2)CC(C)O1 (configuration not stated),1.4,-0.2,0.6,10,10,3,-10,7,0.74
CNC(=O)c1c(NC(=O)c2cc(-c3cc(C)c(C)cc3O)n[nH]2)sc2c1CCCC2,7.9,1.2,1.5,-99,34,-12,x,7,0.42
COc1ccc(Cl)cc1NC(=O)CN1C(=O)CC(C)S(=O)(=O)c2ccccc21 (configuration not stated),-0.2,0.6,0.6,-16,1,-6,-17,-5,-0.054
CNC1(c2nnnn2-c2ccccc2C)CCOC(C)(C)C1 (configuration not stated),4.2,1.5,0.1,-2,10,-16,3,7,-1.1
Clc1cccc(CSc2nnc(-c3c[nH]c4ccccc34)o2)c1,-3.0,0.9,1.0,5,5,1,-6,4,0.38
CCCN(CCC)CCCNC(=O)c1cc2cc3ccc(OC)cc3nc2o1,-7.4,-0.2,-2.7,x,x,x,-18,x,x
C/C(CC(=O)Nc1ccc(F)cc1)=N\NC(=O)c1ccccn1,1.5,0.8,0.4,-3,9,-5,-12,-5,0.065
CC1=NOC(=O)/C1=C\c1ccccc1,5.7,-0.1,1.8,-19,x,-26,-4,-9,0.15
O=C(N/N=C/c1ccco1)c1cccc(S(=O)(=O)Nc2ccccc2Cl)c1,2.3,-0.4,0.2,-1,-1,8,-25,8,0.39
CCOc1ccc(-n2c(SCc3nc(-c4cccs4)no3)nnc2-c2ccncc2)cc1,-0.1,-0.7,0.0,22,-8,-8,-7,1,0.0017
Cc1ccc2cc(CCNC(=O)c3cccc([N+](=O)[O-])c3)c(=O)[nH]c2c1C,1.2,0.2,0.9,3,8,-5,10,21,-1.9
COc1cccc(C2=NOC(C(=O)NCc3ccccn3)C2)c1 (configuration not stated),0.0,-0.2,-0.6,-23,-3,-21,3,-1,1.6
CCOc1cc(/C=C(/C#N)c2nc3ccccc3[nH]2)ccc1Oc1ccc([N+](=O)[O-])cn1,-1.9,0.5,-0.8,-42,-6,-7,-9,-6,x
Cn1c(SCC(=O)Nc2cccc(F)c2)nc2c([nH]c3ccccc32)c1=O,1.6,0.9,1.8,7,-6,-9,-23,-3,-0.41
CCOc1cc(NC(=S)NCc2ccco2)c(OCC)cc1NC(C)=O,-1.7,0.0,0.2,-24,-2,-7,-16,4,x
O=C(N/N=C/c1cccs1)C1COc2ccccc2O1 (configuration not stated),-9.2,1.0,0.7,8,0,-9,-15,-10,1.1
CCOC(=O)c1ccc(NS(=O)(=O)c2cc(C)ccc2OC)cc1,-1.0,-0.1,-0.5,-1,-4,-24,-9,-11,-0.089
O=C(/C=C/c1cccc2ccccc12)NCCC1=CCCCC1,-0.6,0.2,1.2,-5,x,-21,-18,0,0.69
C=CCn1c2ccccc2c2nnc(SCC(=O)Nc3c(C)n(C)n(-c4ccccc4)c3=O)nc21,-3.0,-0.8,0.1,-4,6,-9,-20,-2,x
CCCCNC(=O)/C(C#N)=C/c1ccc(F)cc1F,-3.8,0.8,0.9,-20,x,-19,-3,2,0.68
O=S(=O)(c1ccccc1)N1CCN(c2ncccn2)CC1,1.0,0.8,0.6,12,5,7,-16,11,x
Cc1ccc(C(=O)N(CN2CCCC2=O)c2ccccc2)cc1C,0.3,2.0,-0.1,6,0,9,-4,3,x
O=C(N/N=C/c1ccco1)c1cnccn1,-0.4,0.4,0.3,-9,-2,-6,-5,2,0.42
O=C1CCCN1CCNC(=S)Nc1ccccc1,-0.7,0.6,1.3,6,-2,10,-5,-1,-0.028
Cc1cccc(C(=O)NNc2ncnc3c2cnn3C)c1,0.9,0.8,1.1,4,2,-5,-10,-7,0.44
COP(=O)(OC)C(Nc1ccc(C)cc1)c1ccc([N+](=O)[O-])cc1 (configuration not stated),0.7,0.6,0.3,12,-1,13,-3,-3,-0.74
O=[N+]([O-])/C(=C\Nc1ccccc1Cl)S(=O)(=O)c1ccccc1,-2.8,0.1,0.4,-6,5,-28,-9,1,0.35
CC(C)COc1ccc2[nH]c3c(c2c1)CCCC3=O,0.1,-0.3,0.9,-65,4,-18,-22,-1,0.17
CN(C)/C=C(\C#N)C(=O)c1cccnc1Oc1ccc(F)cc1F,-1.9,-0.4,0.2,7,-7,-16,-7,-4,x
COc1ccc(CCNC(=O)C2CC3Cn4c(nc5cc6ccccc6cc54)C3N2C)cc1 (configuration not stated),1.3,0.7,x,0,1,-6,12,-1,-0.3
O=C(O)/C=C\c1ccccc1Oc1cccc(Cl)c1,0.8,1.7,0.5,-18,-7,-17,-1,-4,-2.6
CCOC(=O)C1=C(c2ccccc2)N2CCS(=O)(=O)N=C2S1,-1.3,1.3,0.2,-30,6,-17,-8,3[fluorescence artefact?],0.32
O=C(Oc1ccc2ccc(=O)oc2c1)c1cccs1,0.7,-0.8,0.0,-441,x,-6,-10,-5,-0.099
O=C(OCC(=O)N1CCCC1)c1ccc(NS(=O)(=O)c2cccs2)cc1O,0.0,0.4,0.6,12,-6,-10,-17,-3,-0.11
Cc1ccc(OCC(=O)NNC(=O)c2cc3ccccc3o2)cc1C,-1.6,0.0,-0.4,-14,-2,-20,-22,2,x
COc1cccc2c(=O)n(CC(=O)NC3CCCC3)ccc12,0.9,1.5,0.3,-2,4,-11,-2,-1,x
CC(C)(C)OC(=O)N1CCC(c2c(C(=O)O)cnn2-c2ccccc2)CC1,-0.4,0.7,0.0,13,4,-12,-13,1,-0.0022
O=C(NC1CC2CCCC(C1)N2C(=O)Nc1ccccc1)c1ccncc1 (configuration not stated),-2.3,0.4,0.6,-2,-2,-2,0,7,x
O=C(CCC1CCCN(C2C3CC4CC(C3)CC2C4)C1)NCc1ccc(F)c(F)c1 (configuration not stated),1.2,0.5,-0.2,-10,x,0,-11,2,-1.7
Cc1nn(Cc2ccccc2)c(C)c1CCC(=O)O,-0.6,-0.1,1.2,-17,-3,-15,-3,0,x
COc1cc(OC)cc(C(=O)NC(=S)N2CCCCCC2)c1,-0.1,0.6,0.3,-22,-5,-7,-6,0,74*
CCCCCC(=O)Nc1ccc2oc(-c3cccnc3)nc2c1,-0.7,0.2,-0.2,i,4,-8,-18,-11,-1.2
C=CCn1c(N)c(C(=O)OC(C)CC)c2nc3ccccc3nc21 (configuration not stated),-3.5,0.0,-0.9,i,1,15,-22,1,-0.11
O=C(O)C1CC=CCC1C(=O)Nc1cccnc1 (configuration not stated),0.9,0.2,0.3,-15,x,-10,-9,-13,1
c1ccc(-c2noc(CN3CCN(C(c4ccccc4)c4ccccc4)CC3)n2)cc1,-1.6,0.0,1.5,9,-1,-1,-8,-1,x
CC(=O)c1ccc(NC(=O)C(C)N2CCN(C/C=C/c3ccccc3)CC2)cc1 (configuration not stated),2.2,4.0,0.8,-7,10,-6,-1,5,2.6
C=C(C)CSc1nnc([C@@H]2CCCN2C(=O)OC(C)(C)C)o1,-2.4,0.0,-0.8,-2,6,-7,-6,2,-0.51
Cc1cc(NC(=O)c2ccccc2Oc2ccccc2)no1,24,-0.2,-0.3,1,-2,-7,-15,5[fluorescence artefact?],-0.86
CC(C)C(=O)Nc1nnc(NC(=S)Nc2ccccc2)s1,4.2,-0.4,0.4,-243,5,-12,-16,-6,-0.4
Cc1ccccc1SCC(=O)Nc1cc(S(=O)(=O)N2CCOCC2)ccc1N1CCOCC1,3.6,-0.6,-0.6,4,x,-12,-12,4,-0.85
Cc1ccc(C(C(=O)NCc2ccco2)N(C(=O)CNC(=O)c2cccs2)c2c(C)cc(C)cc2C)cc1 (configuration not stated),-9.8,-0.3,0.7,25,-4,-8,-3,-19,x
O=C(Nc1ccc(S(=O)(=O)N2CCCC2)cc1)N1c2ccccc2Sc2ccccc21,-9.1,0.2,-2.0,-49,2,3,-6,3,0.88
Cc1c(C(=O)N2CCC(Cc3ccccc3)CC2)sc2ncnc(N3CCC(C)CC3)c12,1.9,-0.4,0.8,16,-20,-2,4,-4,-1.6
CCCOC(=O)/C(=C\C=C\c1ccco1)NC(=O)c1ccccc1,-1.2,-0.1,0.3,-18,-7,9,-1,1,-3.2
COC(=O)c1ccc(-c2ccc(C(=O)N3CCCN(C)CC3)cc2)cc1,0.4,0.3,1.1,3,1,-11,-3,-2,-0.072
